Bioassay records from PubChem.
miR-122 sensor – miR-122 inhibition in Huh7 cells; Huh7 miR-122 Renilla luciferase sensor, 48 h; neutral wells = 0, positive control = 100; activation (reporter increase), % at 12.5 µM; actives 0.3% (n = 340,000);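 active = mean replicate activation score at least 90 and every replicate individually at or above 90; inconclusive = only one of the two criteria met; inactive = neither criterion met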;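 note: higher luciferase means less miR-122 activity so hits act as miR-122 inhibitors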
ERAP1 HTS inh – blocks human ERAP1 aminopeptidase activity; Q9NZ08; recombinant ERAP1, Leu-AMC fluorescence, 60 min; inhibition, % at 10.7 µM; actives 0.15% (n = 340,000); AID 652197;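 active = mean replicate inhibition of at least 30%, or all replicates individually reaching that 30% level; inactive = mean below 30% and not every replicate reaching it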;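 note: 0% = neutral control wells and 100% = L-leucinethiol positive control wells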
Target sequence (Q9NZ08 whole entry, looked up): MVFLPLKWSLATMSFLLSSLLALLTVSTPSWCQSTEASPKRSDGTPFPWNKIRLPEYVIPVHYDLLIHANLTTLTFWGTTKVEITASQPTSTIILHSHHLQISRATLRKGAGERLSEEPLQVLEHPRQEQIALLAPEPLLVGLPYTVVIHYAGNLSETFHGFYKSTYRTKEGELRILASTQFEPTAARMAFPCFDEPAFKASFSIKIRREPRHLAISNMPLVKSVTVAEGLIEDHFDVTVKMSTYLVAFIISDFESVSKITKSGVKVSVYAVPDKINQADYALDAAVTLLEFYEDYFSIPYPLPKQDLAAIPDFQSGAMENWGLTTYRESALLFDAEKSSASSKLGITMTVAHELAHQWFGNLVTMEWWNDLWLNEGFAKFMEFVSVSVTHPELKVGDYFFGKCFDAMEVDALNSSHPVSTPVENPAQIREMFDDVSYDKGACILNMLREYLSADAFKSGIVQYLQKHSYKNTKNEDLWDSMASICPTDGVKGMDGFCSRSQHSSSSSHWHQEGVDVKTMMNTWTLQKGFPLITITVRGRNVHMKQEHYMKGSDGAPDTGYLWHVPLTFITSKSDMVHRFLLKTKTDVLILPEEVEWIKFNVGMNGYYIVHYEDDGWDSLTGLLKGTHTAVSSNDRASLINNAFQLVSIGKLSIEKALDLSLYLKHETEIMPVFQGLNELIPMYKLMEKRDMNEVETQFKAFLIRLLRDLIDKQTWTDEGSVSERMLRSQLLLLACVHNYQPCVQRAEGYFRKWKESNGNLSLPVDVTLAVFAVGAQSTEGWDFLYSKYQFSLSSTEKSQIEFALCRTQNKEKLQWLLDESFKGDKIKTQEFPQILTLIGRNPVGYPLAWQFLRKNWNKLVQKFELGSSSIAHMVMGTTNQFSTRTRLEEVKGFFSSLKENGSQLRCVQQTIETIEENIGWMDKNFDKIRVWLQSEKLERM
Casp6 inh – inhibitors of human caspase-6 | P55212 | purified caspase-6, Z-VEID-R110 cleavage fluorescence | inhibition, % at 12.5 µM | actives 0.53% (n = 350,000);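 active = mean inhibition across replicates at least about 35%, with every replicate also reaching that limit, limit read from the data; inconclusive = only one of the two criteria met; inactive = neither criterion met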;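 note: 0% = median of neutral control wells and 100% = no fluorescence left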
CFTR F508del cor – CFTR F508del correction in bronchial cells; CFBE cells, YFP halide quenching; stimulated with forskolin plus potentiator P3; % fluorescence drop versus neutral controls; activity (quench increase), % at 7.58 µM; actives 0.36% (n = 350,000);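 active = mean added fluorescence quench of at least 8% versus neutral control, with both replicates also reaching 8%; inconclusive = only one of the mean or replicate conditions met; inactive = mean below 8% and not both replicates reaching 8%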;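 note: cells transiently co-express mutant CFTR-F508del with the halide-sensitive YFP; corrector assay measuring rescue of mutant channel to the surface after 24 h compound exposure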
DENV2 CPE rescue – inhibitors of DENV2 cytopathic effect. DENV2-infected cells, cytopathic effect rescue, plate reader. CPE inhibition, % at 9.99 µM. actives 1.7% (n = 350,000); in the data active = CPE inhibition above about 20%, passing the limit was not always enough; inconclusive = no clear call, values can overlap the other calls; tested in BHK-21 cells;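 note: 0% = median of neutral control wells and 100% = median of positive control wells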
SIRT5 inh – sirtuin-5 (human) deacylase inhibition; inhibition, % at 15 µM; Purified SirT5, succinyl-peptide AMC, trypsin-coupled fluorescence; Q9NXA8; actives 1.1% (n = 330,000); in the data active = inhibition above about 15%; inconclusive = no clear call, values can overlap the other calls
ERp5 inh – inhibitors of human ERp5. inhibition, % at 9.99 µM. Q15084. AID 651711. actives 0.05% (n = 350,000). ERp5 insulin aggregation, absorbance 650 nm, 90 min;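 active = mean replicate inhibition above about 25%, with every replicate also reaching it, limit read from the data, passing the limit was not always enough; inconclusive = only one of those two criteria met; inactive = neither criterion met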
* marks the source's active call; other numbers are inactive results; ? = inconclusive; . = not tested or not shown; & = joins results of further samples; [ ] = remark or other dose. Not a hit list; about 4% have a hit in one of these screens.

SMILES	miR-122 sensor	ERAP1 HTS inh	Casp6 inh	CFTR F508del cor	DENV2 CPE rescue	SIRT5 inh	ERp5 inh
O=C(O)[C@@H]1[C@@H](CO)[C@@H]2Cn3c(ccc(C4=CCCCC4)c3=O)[C@@H]2N1C(=O)c1ccccc1F	3[16.7 µM]	.	.	-5.4	1	-15	8
CC1CCCN(C(=O)CCNC(=O)Cn2cnc3ccccc3c2=O)C1 (stereo not drawn)	-6	2	-4	-1.9	1	-3	-1
O=C(CSc1nc2ccccc2n1Cc1ccccc1)N/N=C/c1ccccc1C(=O)O	-1	5	10	-1.8	-1	2	-3
CCOc1ccc(C2CC(c3ccc(CC)cc3)n3nc(N)nc3N2)cc1 (stereo not drawn)	-2	-3	-1	-0.3	9	.	6
C[C@@H]1CN([C@H](C)CO)C(=O)c2cc(-c3cccc(F)c3)cnc2O[C@H]1CN(C)Cc1ccccn1	0[16.7 µM]	6	0	0.7	-4	0	1
CC(C)NC(=O)Nc1ccc2c(c1)C(=O)N([C@@H](C)CO)C[C@@H](C)[C@@H](CN(C)Cc1ccc(C(F)(F)F)cc1)O2	2[16.7 µM]	0	1	-1.2	-6	2	6
O=S(=O)(NC1CCCCC1Sc1ncccn1)c1ccc(Cl)cc1 (stereo not drawn)	.	-5	1	.	-3	-5	-2
CCn1c(=O)c([N+](=O)[O-])c(N2CCN(Cc3ccc4c(c3)OCO4)CC2)c2ccccc21	.	.	-1	-2.3	2	0	-4
NC(=O)c1ccccc1OCC(=O)Nc1cccnc1Cl	-6	-2	4	-3.1	8	3	0
O=C(C[C@H]1CC[C@H]2[C@@H](COC[C@@H](O)CN2S(=O)(=O)c2ccccc2)O1)N[C@H]1CCN(Cc2ccccc2)C1	-2[16.7 µM]	-2	0	1.4	?	-5	3
C[C@H]1CN([C@@H](C)CO)C(=O)c2cc(NS(=O)(=O)c3cn(C)cn3)ccc2O[C@@H]1CN(C)C(=O)Nc1ccc(C(F)(F)F)cc1	-4[16.7 µM]	-1	1	-3.3	0	-2	-3
CC(C)c1c(C(=O)N/N=C/c2cccnc2)nnn1-c1nonc1N	4	0	-1	-1.8	-1	0	12
CC(c1ccon1)N(C)C(=O)c1cccc(OC2CCN(S(C)(=O)=O)CC2)c1 (stereo not drawn)	5	2	0	0.9	-11	15*	-1
CCOc1ccc(C=NCC(O)c2ccccc2)cc1 (stereo not drawn)	-3	-2	-3	0.3	10	-3	-2
O=C(NC[C@@H]1[C@@H](c2ccccc2)[C@@H](CO)N1CC1CCCC1)c1ccncc1	0[16.7 µM]	.	.	-0.7	-2	0	0
COc1ccc(Cl)c(OC)c1C(=O)NC(=O)Nc1nc(C)nc(C)n1	-2	1	-10	-2.2	0	-3	-10
O=C(COC(=O)C(O)C(O)C(=O)OCC(=O)c1ccc(C(F)(F)F)cc1)c1ccc(C(F)(F)F)cc1 (stereo not drawn)	8	6	0	-1.1	4	-3	-2
C[C@@H]1CN([C@@H](C)CO)C(=O)c2cc(C#CC3CCCCC3)cnc2O[C@@H]1CN(C)S(=O)(=O)c1cccc(F)c1	-11[16.7 µM]	0	-3	-0.2	0	18*	-5
C[C@H](O)C#Cc1cnc2c(c1)C(=O)N([C@@H](C)CO)C[C@H](C)[C@@H](CN(C)CC1CCCC1)O2	-5[16.7 µM]	-8	-3	0.6	-7	5	17
CN1C(=O)c2cc(NC(=O)C3CC3)ccc2OC[C@@H]2O[C@@H](CC(=O)NC3CCC3)CC[C@H]21	48[16.7 µM]	-1	1	-0.2	-3	3	-5
CN(C)C1=NC[C@H](Cc2ccccc2)N1CCCC1CCCCC1	-2	4	0	2.2	1	-3	-2
COc1cc([N+](=O)[O-])cc(/C=N/NC(=O)Cn2nccc2C)c1O	-6	8	3	2.1	0	4	?
O=C(COC(=O)CC1CC2CCC1C2)Nc1cc([N+](=O)[O-])ccc1F (stereo not drawn)	-1	-3	0	-0.1	7	0	1
Cc1noc(C)c1S(=O)(=O)Nc1ccc2c(c1)CC(=O)N([C@@H](C)CO)C[C@@H](C)[C@@H](CN(C)S(=O)(=O)c1cn(C)cn1)O2	7[16.7 µM]	-2	.	-3.0	2	2	0
CC(C)N1C(=O)CC(Nc2cccc3cccc(N)c23)C1=O (stereo not drawn)	.	-1	8	-3.0	-4	3	1
COC(=O)c1cc(-n2cccc2)ccc1N1CCOCC1	.	2	0	.	-5	0	4
N#Cc1c(-c2ccc(F)cc2)c(-c2ccc(F)cc2)nn(CCO)c1=O	29	3	-1	18*	-8	-2	-7
CCOC(=O)c1ccc(N(C(=O)CNC(=O)c2ccco2)C(C(=O)NCC2CCCO2)c2ccc(OC)c(OC)c2)cc1 (stereo not drawn)	-10	-8	0	-0.2	3	-2	4
Cc1ccc(S(=O)(=O)N[C@H]2CC[C@@H](CC(=O)N3CCc4ccccc4C3)O[C@@H]2CO)cc1	-4[16.7 µM]	-1	0	-2.0	10	-2	4
Cc1ccc(NC(=O)C2CCC(CNC(=O)[C@@H]3Cc4ccccc4CN3)CC2)cc1 (stereo partly drawn)	-11	-6	0	-1.7	5	2	5
C[C@H]1CN([C@@H](C)CO)C(=O)c2cc(C#CCN(C)C)cnc2O[C@@H]1CN(C)C(=O)c1cccc(F)c1	-2[16.7 µM]	0	-1	-2.4	?	-2	-4
CN1C(=O)c2cc(NC(=O)C3CCCC3)ccc2OC[C@H]2O[C@H](CC(=O)NCC(F)(F)F)CC[C@@H]21	-25[16.7 µM]	-3	1	-1.8	-11	-3	4
Cc1ccc2oc(Nc3nc(-c4ccccc4)cc(=O)[nH]3)nc2c1	.	14	2	-2.5	.	-3	3
COC(C[C@H]1O[C@@H]1[C@H](O)COCc1ccccc1)OC	1	-4	.	1.0	10	.	0
COc1cc(CC(=O)OCC(=O)NCc2cccs2)cc(OC)c1OC	.	-1	2	0.2	11	0	-3
COC(=O)c1cc2occc2n1Cc1nc(-c2ccc(Cl)cc2)oc1C	0	0	-1	6.5	12	-3	-8
CC(C)C[C@H]1CN(CCCC[C@H]2CNC(=O)C(=O)N2Cc2ccccc2)C(=O)C(=O)N1CCc1ccccc1	.	-4	4	-4.5	-9	.	-1
COc1ccc(-c2cnc3c(c2)C(=O)N([C@H](C)CO)C[C@H](C)[C@H](CN(C)S(C)(=O)=O)O3)cc1	16&11[16.7 µM]	-5&27	0&2	1.1&-1.9	-5&7	-1&-3	-5&-5
O=C(CSc1nc2nn(-c3ccccc3)c(=O)c-2c2n1CCCCC2)Nc1ccc(F)c(F)c1	-9	0	0	1.3	5	.	1
O=C1CC(c2ccccc2)CC(O)=C1C=Nc1ccccc1 (stereo not drawn)	-5	7	-2	0.1	-2	3	0

In a second layout: 3 of the compounds above
Order of results: miR-122 sensor | ERAP1 HTS inh | Casp6 inh | CFTR F508del cor | DENV2 CPE rescue | SIRT5 inh | ERp5 inh
- COC(=O)c1cc(-n2cccc2)ccc1N1CCOCC1
 : . | 2 | 0 | . | -5 | 0 | 4
- Cc1ccc(S(=O)(=O)N[C@H]2CC[C@@H](CC(=O)N3CCc4ccccc4C3)O[C@@H]2CO)cc1
 : -4[16.7 µM] | -1 | 0 | -2.0 | 10 | -2 | 4
- CN1C(=O)c2cc(NC(=O)C3CCCC3)ccc2OC[C@H]2O[C@H](CC(=O)NCC(F)(F)F)CC[C@@H]21
 : -25[16.7 µM] | -3 | 1 | -1.8 | -11 | -3 | 4

The listing continues:
SMILES	miR-122 sensor	ERAP1 HTS inh	Casp6 inh	CFTR F508del cor	DENV2 CPE rescue	SIRT5 inh	ERp5 inh
NC(=O)C1CCN(C(=O)c2ccc(F)c(S(=O)(=O)N3CCOCC3)c2)CC1	.	0	0	-1.2	2	-3	6
C[C@@H]1CN([C@H](C)CO)C(=O)c2cc(/C=C/c3ccccc3)cnc2O[C@H]1CN(C)C(=O)NC1CCCCC1	0	-1&3&-7	1&-3&4	2.9&0.3&-3.0	-15&6&2	-22&-6&-12	-4&-7&2
Cc1c(C)n(CCN(C)C)c2ncnc(NCc3ccccc3)c12	0	1	-8	-0.7	-5	-4	-4
S=c1nc[nH]c2c1ncn2-c1ccccc1	7	1	-1	-0.3	-5	-5	-8
O=C(Cn1nnc2ccccc2c1=O)N[C@@H](Cc1c[nH]c2ccccc12)C(=O)O	-4	-6	4	-1.5	-4	2	1
COc1ccccc1C(=O)Oc1cc(C)[nH]c(=O)c1[N+](=O)[O-]	.	7	0	-0.6	5	1	-1
CCOC(=O)COn1c(=O)c(-c2ccc(Cl)cc2)[n+]([O-])c2ccccc21	.	-1	-4	-2.6	-2	-3	?
O=C(C[C@H]1C[C@@H]2c3cc(NC(=O)Nc4ccc(F)cc4)ccc3O[C@@H]2[C@H](CO)O1)NC1CCCCC1	-4[16.7 µM]	.	.	0.7	9	-2	4
O=C(CSc1nnc(CCCN2C(=O)c3cccc4cccc(c34)C2=O)n1-c1ccccc1)NCCCO	-4	5	0	-0.4	-11	0	2
Cc1ccc(S(=O)(=O)Nc2ccc3c(c2)C(=O)N([C@@H](C)CO)C[C@H](C)[C@H](CN(C)C(=O)Nc2cccc4ccccc24)OCCCC[C@H](C)O3)cc1	-6[16.7 µM]	3	2	0.2	1	3	-3
O=C(COC(=O)C1CCCCC1)Nc1cccc(F)c1	14	-2	1	0.8	6	-3	-1
CCOC(=O)C1CCCN(C(=O)COC(=O)c2ccc(C#N)cc2)C1 (stereo not drawn)	.	-2	4	2.3	-1	-4	0
CCOc1ccccc1NC(=O)c1ccc2c(c1)C(=O)N(C(C)(C)C)C2=O	-9	-1	0	1.7	8	0	-2
Cc1cccc(-c2ccc([C@@H]3[C@H]4CN(Cc5cncnc5)CCCCN4[C@H]3CO)cc2)c1	1[16.7 µM]	-2	2	-0.1	-11	-2	6
CC(/C=N/NC(=O)c1cccs1)=C\c1ccccc1	2	-1	-1	-3.4	-1	-3	1
O=[N+]([O-])c1cc(S(=O)(=O)C(F)(F)F)ccc1N1CCN(c2ccccc2)CC1	.	0	-2	-0.5	0	.	1
CCCNC(=O)N1C[C@H](C)[C@H](OC)CN(C)C(=O)c2cc(NS(C)(=O)=O)ccc2OC[C@@H]1C	.	-1	0	2.0	-9	.	2
CCOc1ncccc1C(=O)OCC(=O)N(CC)c1ccccc1	10	0	8	-0.2	-3	-2	0
COc1cccc(/C=C2\Sc3ccc(C(=O)NCc4cccnc4)cc3N(C)C2=O)c1	-2	1	-2	6.1	-1	-3	6
C[C@H](CO)N1C[C@H](C)[C@H](CN(C)Cc2ccc3c(c2)OCO3)Oc2ccc(NS(C)(=O)=O)cc2CC1=O	-2[16.7 µM]	1	1	1.2	2	1	0
Cc1ccc(S(=O)(=O)NNC2=NS(=O)(=O)c3ccccc32)c(C)c1	.	6	-5	.	-3	3	-1
CN(Cc1ccccc1)C(=O)CN1C(=O)c2ccccc2C1=O	-2	-5	3	-0.4	5	-1	0
CC(C)n1c(SCc2cc(=O)[nH]c3ccccc23)nc2c1c(=O)n(C)c(=O)n2C	-6	-5	-2	3.6	-3	-3	1
CC=Cc1ccc2n(c1=O)C[C@H]1[C@H](CO)[C@@H](C(=O)NCC3CC3)[C@@H]2N1Cc1ccccc1F (mixture of isomers)	3[16.7 µM]	1	-2	-0.6	-1	-9	12
CCN(C[C@H]1N[C@@](C)(C(=O)OC)[C@H]2C(=O)N(C)C(=O)[C@@H]12)S(=O)(=O)c1ccc(OC(F)(F)F)cc1	.	-1	-2	-0.5	-3	-5	7
CN(C)C(CNC(=O)c1sc2ccccc2c1Cl)c1ccco1 (stereo not drawn)	1	1	0	-3.8	-4	.	-3
CC(=O)NC(=S)Nc1ccc2oc(-c3cc(F)c(F)cc3Cl)nc2c1	.	6	-1	3.9	2	-3	-7
O=C(C[C@@H]1CC[C@@H]2[C@H](COC[C@H](O)CN2C(=O)Nc2ccc(C(F)(F)F)cc2)O1)NC1Cc2ccccc2C1	2[16.7 µM]	3	2	0.1	-3	-2	-1
Cc1cccc(NCc2ccc(Br)cc2)n1	-5	3	-10	-1.3	0	-8	4
CCCNC(=O)N[C@@H]1CC[C@@H](CC(=O)N2CCN(C)CC2)O[C@H]1CO	.	-1	-5	-1.4	11	-2	1
